High-throughput results: PubChem, National Center for Advancing Translational Sciences (NCATS)
Abeta rescue: A-beta toxicity reversal in yeast; yeast expressing A-beta42, growth rescue, OD600, 48 h; response scale: 0% DMSO, 100% iron-clioquinol control; hit rate 0.063% among 410,000; Potency, µM (highest dose often 46.1 µM), without a hit: at the highest dose growth rescue, actives largely listed as activators; further: potency means the concentration at half of the fitted maximal effect; nearly all actives have a fitted effect of over 55% in size
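Growth rescue measured by 600 nm absorbance after 48 h yeast culture at 30 C with compound. Values normalized between DMSO and an equimolar ferric chloride plus clioquinol control.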
IL2 activator: IL-2 activation | activation, % (series mostly up to about 46 µM) | hit rate 0.065% among 360,000 | AID 652025 | IL-2 activation reporter assay, cell-based qHTS; stimulated with anti-CD3/CD4/CD28 beads; in transgenic mouse T cells; in the data active means activation above about 50%; inconclusive means mostly about 30% to 49%; further: 0% is about no effect
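Quantitative HTS in unstimulated transgenic mouse T cells, with memory T cells as non-tolerant control and PMA/ionomycin as tolerance-bypass control. Compound pretreatment lasted 60 minutes before 18 h bead stimulation; EGFP/DsRed fluorescence read.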
EPAC1 antagonist: EPAC1 (human) antagonism. EPAC1 GEF assay, Rap1b-BODIPY-GDP exchange fluorescence. O95398. hit rate 0.14% among 360,000. Potency, µM (doses to about 115 µM), for inactives: at the highest dose activity change, negative = inhibition, actives largely listed as inhibitors;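 further: potency means the concentration at half of the fitted maximal effect; plate controls were vehicle for no effect and positive control for full effect; nearly all actives have a fitted effect of over 50% in size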
Target sequence (O95398 whole entry, looked up): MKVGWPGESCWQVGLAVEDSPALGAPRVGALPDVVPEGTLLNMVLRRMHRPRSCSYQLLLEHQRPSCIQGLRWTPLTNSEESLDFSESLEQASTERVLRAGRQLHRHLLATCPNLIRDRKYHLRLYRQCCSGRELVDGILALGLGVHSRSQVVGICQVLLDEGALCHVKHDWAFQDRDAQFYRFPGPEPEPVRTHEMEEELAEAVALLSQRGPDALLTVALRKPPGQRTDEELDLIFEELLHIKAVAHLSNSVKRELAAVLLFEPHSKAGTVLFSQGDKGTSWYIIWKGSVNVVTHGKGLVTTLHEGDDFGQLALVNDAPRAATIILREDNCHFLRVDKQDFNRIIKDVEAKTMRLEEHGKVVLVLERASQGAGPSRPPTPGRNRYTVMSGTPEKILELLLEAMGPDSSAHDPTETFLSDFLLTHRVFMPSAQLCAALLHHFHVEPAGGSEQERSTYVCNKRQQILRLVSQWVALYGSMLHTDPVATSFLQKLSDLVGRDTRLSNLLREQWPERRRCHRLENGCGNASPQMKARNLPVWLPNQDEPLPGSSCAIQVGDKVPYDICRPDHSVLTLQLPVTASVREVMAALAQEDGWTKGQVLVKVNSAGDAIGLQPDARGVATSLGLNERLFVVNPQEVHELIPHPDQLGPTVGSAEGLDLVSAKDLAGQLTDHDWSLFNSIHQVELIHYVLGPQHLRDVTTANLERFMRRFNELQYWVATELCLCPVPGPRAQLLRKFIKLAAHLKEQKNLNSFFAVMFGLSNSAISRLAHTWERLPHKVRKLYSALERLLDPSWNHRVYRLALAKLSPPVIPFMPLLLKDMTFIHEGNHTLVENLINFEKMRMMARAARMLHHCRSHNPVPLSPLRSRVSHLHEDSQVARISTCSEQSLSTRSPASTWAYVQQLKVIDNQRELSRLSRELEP
WRN helicase inh: blocks human WRN helicase | Q14191 | WRN helicase unwinding, fluorescent forked duplex, kinetic | Potency, µM (titrated, usually from 114 µM), inactives show at the top dose activity change, negative = inhibition, hits mostly inhibitors | hit rate 0.46% among 360,000; further: potency means the concentration at half of the fitted maximal effect; on the % scale 0 is the no-effect control and ±100 the full control effect; nearly all actives have a fitted effect of over 55% in size
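Primary qHTS, 1536-well format. 20 nM WRN + compound, 15 min RT; start with 100 nM forked fluorophore/quencher duplex, 2 mM ATP (final); kinetic read ex 525/em 598 nm.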
EPAC1 ag: agonists of human EPAC1. hit rate 0.073% among 360,000. EPAC1 agonist qHTS, biochemical assay; response scale: 100% = response to 6.5 mM cAMP. O95398. Potency, µM (top dose mostly 154 µM), inactives show at the top dose activation, actives largely listed as activators; further: potency means the concentration at half of the fitted maximal effect; nearly all actives have a fitted effect of over 60% in size
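Read-out is the fluorescence drop as BODIPY-GDP leaves Rap1B (480 nm excitation, 540 nm emission), recorded every 5 minutes over 30 minutes. Reactions held 100 nM EPAC1, 250 nM Rap1B–BODIPY-GDP and 50 uM GDP, with 6.5 mM cAMP setting full activation.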
PLK1 PBD inh: inhibitors of human PLK1 polo-box domain binding | P53350 | hit rate 2.8% among 360,000 | Potency, µM, for inactives: max response, negative = inhibition, most hits filed as inhibitors | Plk1 PBD binding of FITC phosphopeptide, fluorescence polarization; further: potency means the concentration at half of the fitted maximal effect; series mostly up to about 57 µM; on the % scale 0 is the no-effect control and ±100 the full control effect; nearly all actives have a fitted effect of over 65% in size
PI5P4Ka inh: inhibitors of human PI5P4K alpha. P48426. PI5P4Kalpha enzyme, ADP-Glo luminescence, 60 min; hits give low values. max response, %. hit rate 1.2% among 330,000. AID 652105; active means max response of -50% or lower; inconclusive means between -30% and -50%; inactive means -30% or higher; further: value at the top dose of about 77 µM; on the % scale 0 is the no-effect control and ±100 the full control effect
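Controls without substrate or without enzyme flank wells where PI5P4Kalpha converts substrate using 5 microM ATP (final). Incubation lasts 60 minutes at room temperature; ADP formed is read by ADP-Glo luminescence.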
FUS suppressor: FUS proteinopathy suppression in yeast; AID 1347120; Potency, µM (top dose mostly 76.6 µM), without a hit: at the highest dose growth rescue (activation), most hits filed as activators; S. cerevisiae FUS-expressing, growth rescue, OD600, 24 h; hit rate 0.24% among 390,000;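 further: potency means the concentration at half of the fitted maximal effect; plate controls were DMSO vehicle for no effect and reference control for full effect; nearly all actives have a fitted effect of over 55% in size; some results filed as inactive show a strong effect at the top dose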
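Galactose (2%) drives FUS expression in yeast precultured in raffinose; seeding density OD 0.005. Test compounds incubated 24hr at 30C and 99% humidity before absorbance at 600 nm was measured.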
The depositor's hits bear a star; ? = inconclusive; / = no result given; & = joins results of further samples; [ ] = remark or other dose. Unless noted, the call rests on the fitted dose curve; in most records, active means well fitted curve in the direction sought with a large enough effect; inconclusive means small, poorly fitted or top-dose-only effect, or another doubt; inactive means no such curve, though single readings can be large; an effect the other way counts as inactive or inconclusive. Compounds as they come. Share with any hit: about 4.1%.

SMILES	Abeta rescue	IL2 activator	EPAC1 antagonist	WRN helicase inh	EPAC1 ag	PLK1 PBD inh	PI5P4Ka inh	FUS suppressor
CSc1nc(-c2ccccc2)nc(C(Cl)Cl)n1	-18%	-0.5	5%	2%	9%	-2%	14	-5%
CS(=O)(=O)N1CCN(c2ccccc2NC(=S)NC(=O)c2ccccc2[N+](=O)[O-])CC1	5%	0.1	-22%	-4%[57.1 µM]	1%	-8%	-10	-11%
O=C(CSc1nnc2c(n1)[nH]c1ccccc12)Nc1cccc(S(=O)(=O)N2CCOCC2)c1	-3%	-2.3	-13%	-1%	-4%	-25%	?	-20%
COc1cnc(SC(C)C)[nH]c1=O	-14%	0.1	-1%	17%	-13%	-4%	1	6%
COc1ccc(-c2ccc(/C=C3/C(=N)N4C=CSC4=NC3=O)o2)c([N+](=O)[O-])c1	8%	14	-8%	?	2%	-5%	-3	/
CSCC[C@H](NC(=O)CC(C)(C)C)c1nc2ccccc2[nH]1	5%	-1.0	-18%	-14%	10%	-9%	/	15%
O=C1CC2CCCC(C1)S2=O (stereo unspecified)	12%	2.0	2%	-6%	18%	-1%	7	-32%
CCn1c2ccc(C)cc2c2nnc(NN)nc21	-6%	2.2	13%	-36%[57.1 µM]	-8%	1%	-13	42%
O=C(/C=C/[C@H]1O[C@@H](n2ccc(=O)[nH]c2=O)[C@H](O)[C@@H]1O)NC1CCN(Cc2ccccc2)C1 (stereo partly specified)	-6%	1.0	8%	-4%	-2%	2%	-3	-1%
Cc1ccccc1NC(=O)COc1ccc(S(=O)(=O)N2CCCC2)cc1C	-9%	-1.2	3%	-15%	-3%	-11%	8	6%
S=C(Nc1cccc(Cl)c1Cl)N1CCC2(CC1)OCCO2	0%	-1.0	4%	-4%	-5%	-15%	3	4%
CCC(=O)NC(=S)Nc1ccccc1OC	0%	-1.0	8%	1%	4%	24µM*	-19	12%
CNC(=O)NC(=O)COc1c(F)c(F)cc(F)c1F	-14%	-4.9	2%	-27%	1%	-8%	-2	17%
COc1cc2c(=O)n(Cc3ccccc3)c(=O)n(CC(=O)C(C)(C)C)c2cc1OC	8%	-1.9	-17%	7%	9%	-17%	-6	-12%
O=c1oc(-c2ccc(Br)o2)nc2ccccc12	-26%	1.6	-13%	-8%	25%	-13%	/	33%
CCC(C)N1C(=O)CCC1C(=O)NCCc1ccc(Cl)cc1 (stereo unspecified)	-2%	0.1	-12%	-1%	12%	-8%	1	-3%
O=C(NC1CCN(Cc2ccccc2)CC1)c1ccc(Oc2cc(Cl)cc(Cl)c2)o1	-5%	-0.3	-12%	3%	5%	3%	4	18%
C=CCn1c(SCc2ccc(C#N)cc2)nnc1-c1cccc(OC)c1	-10%	-0.2	-14%	-17%	6%	-8%	2	-3%
CC(C)(C)c1cc(/C=N/NC(=O)Cc2nc3ccccc3[nH]2)cc(C(C)(C)C)c1O	2%	0.8	-8%	6%	-6%	-8%	-26	?
O=C(Nc1nccs1)c1cccc(NC(=O)C(F)(F)F)c1	4%	0.9	-26%	-2%	1%	-4%	7	-4%
CCc1ccc(-n2c(Cc3ccccc3)n[nH]c2=S)cc1	?	-0.8	-2%	-5%	-2%	-18%	0	19%
CCOCCCNC(=O)Cn1cc2c(n1)-c1c(oc(C(=O)N3CCCC3)c1C)CC2	11%&8%	-3.0	-4%	11%	-3%	2%	3	-7%&-18%
CCN(CC)S(=O)(=O)c1cc(NC(=O)COC(=O)Cn2cnc3ccccc32)ccc1C	8%	0.4	-11%	-4%	-23%	5%	-3	16%
CCCNC(=O)c1ccc(Cn2cc(C(F)(F)F)ccc2=O)cc1	-7%	-0.4	4%	2%[57.1 µM]	2%	-10%	10	-5%
Oc1cccc(C=NN=C2c3ccccc3-c3ccccc32)c1	-78%[inhibitor]	-5.2	-28%	-10%	9%	-1%	36	/
Cc1nc(CN2CCN(C(=O)c3ccc(Br)cc3)CC2)cs1	20%	-0.1	4%	-6%	-11%	-3%	-4	10%
Cc1ccccc1CC(=O)Nc1ccc(S(=O)(=O)N2CCN(C)CC2)cc1	16%	0.0	7%	5%	6%	-7%	-7	-4%
Cc1ccc(C(C)C)cc1OCC(=O)Nc1ccccc1N1CCCC1	23%	-1.4	-5%	-11%	-3%	-7%	8	10%
Cn1c(SCC(=O)NCCc2ccc(S(N)(=O)=O)cc2)nc2ccccc2c1=O	7%	-0.3	8%	2%	4%	-9%	-9	16%
Cn1c(CNC2CCCCC2)c(C#N)c2ccccc21	16%	-0.8	7%	2%	5%	-2%	/	27%
COc1ccc(C(=O)c2coc3ccc(O)c(CN(C)C)c23)cc1	-1%	0.1	7%	8%	-12%	-3%	1	-9%
O=S1(=O)CC(N2CCN(CCO)CC2)CN1C1CCCCC1 (stereo unspecified)	-7%	0.9	0%	4%	1%	-11%	-3	-18%
O=C(N/N=C/c1ccc2ccccc2c1)c1ccc(COc2ccc3c(c2)CCC3)o1	19%	-0.7	-31%	?	1%	?	10	29%
CCc1cccc(CC)c1NC(=O)COC(=O)c1ccc(F)c(S(=O)(=O)N(CC)CC)c1	21%	-0.5	-20%	-31%	0%	-13%	6	/
O=[N+]([O-])c1cc(-c2csc(NCCc3nc4cc(Cl)c(N5CCCCC5)cc4n3CCCO)n2)ccc1Cl	-9%	-0.7	-19%	-8%	9%	-7%	39	?
CCO[C@H]1OC(C(=O)O)=C[C@@H](c2csc3ccccc23)[C@@H]1CCCO	-17%	-0.2	-4%	9%	-6%	-2%	-8	-12%
O=C(CCS(=O)(=O)c1cccs1)Nc1ccc(C(=O)NCc2ccc(F)cc2)cc1	4%	0.6	-12%	1%	-4%	-4%	-9	-1%
CCOc1ccccc1NC(=O)COC(=O)/C=C/c1ccc(OC)c(OC)c1	-11%	-0.8	-7%	-10%	13%	-13%	7	25%
O=C(NCC1CCCN1S(=O)(=O)c1cccs1)c1cccc(Cl)c1 (stereo unspecified)	1%	0.3	-3%	-10%	6%	3%	-3	12%
S=C(NCC1CCCO1)Nc1ccc(Cl)c(Cl)c1 (stereo unspecified)	-85%[inhibitor]	-0.6	-11%	13%	-11%	12µM*	-11	-21%

Quoted at random: 2 entries already listed
SMILES	Abeta rescue	IL2 activator	EPAC1 antagonist	WRN helicase inh	EPAC1 ag	PLK1 PBD inh	PI5P4Ka inh	FUS suppressor
O=C(N/N=C/c1ccc2ccccc2c1)c1ccc(COc2ccc3c(c2)CCC3)o1	19%	-0.7	-31%	?	1%	?	10	29%
CCc1ccc(-n2c(Cc3ccccc3)n[nH]c2=S)cc1	?	-0.8	-2%	-5%	-2%	-18%	0	19%

Next section
SMILES	Abeta rescue	IL2 activator	EPAC1 antagonist	WRN helicase inh	EPAC1 ag	PLK1 PBD inh	PI5P4Ka inh	FUS suppressor
COc1ccc(NC(=O)c2ccc3nc(C)c(N(C)C(=O)CCc4ccccc4)n3c2)cc1OC	17%	-0.7	-11%	-10%	11%	-2%	0	1%
Cn1ccc(C(=O)N/N=C/c2cccnc2)n1	0%	3.8	-7%	3%	-1%	1%	4	-1%
COc1ccccc1C(=O)N/N=C1/NC(=O)CC(C(=O)Nc2ccccc2)S1 (stereo unspecified)	1%	-2.5	7%	-7%	-1%	4%	-5	17%
O=C(Nc1ccc(N2CCN(Cc3ccccc3)CC2)cc1)c1cccnc1	6%	-0.4	5%	-2%	6%	-4%	-6	8%
COc1ccccc1NC(=O)C(=O)c1cn(CC(=O)N2CCOCC2)c2ccccc12	/	0.6	-5%	-4%	4%	-10%	-1	-20%
COCC1CCN(C(=O)C2CCN(c3nc(-c4ccccc4)nc4c3CCC4)CC2)C1 (stereo unspecified)	1%	-1.8	-23%	-29%	12%	-4%	-3	/
CCOC(=O)CSc1nnc(-c2ccc(OC)cc2)n1CC	27%	-0.8	18%	5%	-1%	-1%	/	19%
COc1cc(/C=N/NC(=O)c2ccc(CSc3nncn3C)cc2)cc(OC)c1O	10%	0.0	-10%	1%	5%	-5%	-4	11%
COc1ccc(OC)c(NC(=O)CSc2nc3c(c(=O)n(C)c(=O)n3C)n2C)c1	6%	-0.8	6%	7%	4%	0%	/	0%
CCOC(=O)c1sc2nc(C(C)C)c3c(c2c1N)CC(C)(C)OC3	19%	-0.2	-9%	-1%	10%	-4%	10	-6%

Some of these compounds in order of count of non-hydrogen atoms, highest first:
SMILES	Abeta rescue	IL2 activator	EPAC1 antagonist	WRN helicase inh	EPAC1 ag	PLK1 PBD inh	PI5P4Ka inh	FUS suppressor
O=C(CSc1nnc2c(n1)[nH]c1ccccc12)Nc1cccc(S(=O)(=O)N2CCOCC2)c1	-3%	-2.3	-13%	-1%	-4%	-25%	?	-20%
CCc1cccc(CC)c1NC(=O)COC(=O)c1ccc(F)c(S(=O)(=O)N(CC)CC)c1	21%	-0.5	-20%	-31%	0%	-13%	6	/
O=C(N/N=C/c1ccc2ccccc2c1)c1ccc(COc2ccc3c(c2)CCC3)o1	19%	-0.7	-31%	?	1%	?	10	29%
CCOCCCNC(=O)Cn1cc2c(n1)-c1c(oc(C(=O)N3CCCC3)c1C)CC2	11%&8%	-3.0	-4%	11%	-3%	2%	3	-7%&-18%
COc1ccc(OC)c(NC(=O)CSc2nc3c(c(=O)n(C)c(=O)n3C)n2C)c1	6%	-0.8	6%	7%	4%	0%	/	0%
Cc1ccccc1NC(=O)COc1ccc(S(=O)(=O)N2CCCC2)cc1C	-9%	-1.2	3%	-15%	-3%	-11%	8	6%
Cc1ccc(C(C)C)cc1OCC(=O)Nc1ccccc1N1CCCC1	23%	-1.4	-5%	-11%	-3%	-7%	8	10%
CCO[C@H]1OC(C(=O)O)=C[C@@H](c2csc3ccccc23)[C@@H]1CCCO	-17%	-0.2	-4%	9%	-6%	-2%	-8	-12%
CCCNC(=O)c1ccc(Cn2cc(C(F)(F)F)ccc2=O)cc1	-7%	-0.4	4%	2%[57.1 µM]	2%	-10%	10	-5%
CCOC(=O)CSc1nnc(-c2ccc(OC)cc2)n1CC	27%	-0.8	18%	5%	-1%	-1%	/	19%
O=C(Nc1nccs1)c1cccc(NC(=O)C(F)(F)F)c1	4%	0.9	-26%	-2%	1%	-4%	7	-4%
CNC(=O)NC(=O)COc1c(F)c(F)cc(F)c1F	-14%	-4.9	2%	-27%	1%	-8%	-2	17%
S=C(NCC1CCCO1)Nc1ccc(Cl)c(Cl)c1 (stereo unspecified)	-85%[inhibitor]	-0.6	-11%	13%	-11%	12µM*	-11	-21%
O=c1oc(-c2ccc(Br)o2)nc2ccccc12	-26%	1.6	-13%	-8%	25%	-13%	/	33%
COc1cnc(SC(C)C)[nH]c1=O	-14%	0.1	-1%	17%	-13%	-4%	1	6%
